Source: PubChem (National Center for Advancing Translational Sciences (NCATS))
TbPYK inhibitor: T. brucei pyruvate kinase inhibition; Q57TT1; TbPYK enzyme, Kinase-Glo Plus ATP luminescence, 45 min; 0.12% of 410,000 active; Potency, µM (doses to about 76.8 µM), inactives show top-dose activity, negative = inhibition, hits mostly inhibitors; further: potency means the concentration at half of the fitted maximal effect; on the % scale 0 is the no-effect control and ±100 the full control effect; nearly all actives have a fitted effect of over 50% in size
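T. brucei PYK with substrate was exposed to pin-transferred compounds across a concentration series, then started with 130 uM ADP (final). After 45 min at room temperature, Kinase-Glo Plus luminescence was read, normalized and curve-fitted.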
Cycloheximide cs: counter-screen hit for Shiga toxin inhibitors, cycloheximide | cell reporter, cycloheximide protein synthesis inhibition counterscreen | max response, % | 12% of 300,000 active; in the data active means max response mostly above about 13%, no sharp cut-off; inactive means mostly below about 14%; further: read at 38.3 µM for the half of the compounds with a filed dose; 0% is about no effect
Pf growth 96h: P. falciparum growth inhibition at 96 hour, primary screen for plastid delayed-death inhibitors. P. falciparum luciferase reporter growth, 96 h. Potency, µM (doses to about 28.7 µM), for the others: at the top dose activity change, negative = inhibition, actives largely listed as inhibitors. 6.9% of 320,000 active; further: potency means the concentration at half of the fitted maximal effect; on the % scale 0 is the no-effect control and ±100 the full control effect
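Luminescence readout: decreased luciferase signal marks inhibited growth of reporter-expressing P. falciparum in infected red cells (2% hematocrit, 0.05% parasitemia final), exposed to compound two generations (96 h, 37 C, 5% CO2).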
HCV inh: HCV inhibition; Huh7.5.1 HCVcc-Cre infection, luciferase reporter, 44 h; Potency, µM (titrated, usually from 41.8 µM), inactives show at the highest dose activity change, negative = inhibition, most hits filed as inhibitors; 3.4% of 340,000 active; AID 651820; further: potency means the concentration at half of the fitted maximal effect; on the % scale 0 is the no-effect control and ±100 the full control effect
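Antiviral activity was scored by luciferase reporter output from cells infected with HCVcc-Cre (~0.5 moi) in presence of compound, 44 h infection period, cells seeded 1,000/well 4 h prior.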
Pf growth 48h: P. falciparum growth inhibition at 48 hours (one generation). P. falciparum luciferase growth in erythrocytes, 48 h. Potency, µM (series often up to 28.7 µM), for inactives: at the top dose activity change, negative = inhibition, most hits filed as inhibitors. 5.9% of 310,000 active. AID 504832; further: potency means the concentration at half of the fitted maximal effect; on the % scale 0 is the no-effect control and ±100 the full control effect
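A one-generation exposure of luciferase-tagged malaria parasites in RPMI 1640/Albumax erythrocyte culture, 37 C and 5% CO2. Inhibition is inferred from decreased luminescence after adding detection reagent.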
LmPK inhibitor: LmPK (Leishmania mexicana) enzyme inhibition; Q27686; AID 1721; Potency, µM (titrated, usually from 57.5 µM), without a hit: top-dose activity change, negative = inhibition, usual class: inhibitors; purified LmPK, Kinase-Glo ATP luminescence, 1 h; 0.37% of 290,000 active; further: potency means the concentration at half of the fitted maximal effect; on the % scale 0 is the no-effect control and ±100 the full control effect
Target sequence (Q27686 whole entry, looked up): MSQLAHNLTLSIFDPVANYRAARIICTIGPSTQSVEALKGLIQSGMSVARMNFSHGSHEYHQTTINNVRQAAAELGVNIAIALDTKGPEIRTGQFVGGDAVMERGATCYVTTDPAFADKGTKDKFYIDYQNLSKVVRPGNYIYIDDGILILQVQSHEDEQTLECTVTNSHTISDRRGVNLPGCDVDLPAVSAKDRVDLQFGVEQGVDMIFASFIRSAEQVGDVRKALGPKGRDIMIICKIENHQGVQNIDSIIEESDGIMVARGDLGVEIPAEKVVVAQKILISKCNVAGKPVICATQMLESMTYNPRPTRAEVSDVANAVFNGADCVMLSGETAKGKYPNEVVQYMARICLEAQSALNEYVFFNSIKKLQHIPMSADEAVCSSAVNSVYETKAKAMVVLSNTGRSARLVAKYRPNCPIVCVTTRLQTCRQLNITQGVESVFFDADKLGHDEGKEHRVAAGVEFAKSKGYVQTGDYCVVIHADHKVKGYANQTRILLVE
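qHTS format; LmPK 0.1 nM; substrates PEP 0.5 mM and ADP 0.1 mM. One-hour room-temperature incubation, then coupled luciferase luminescence; 0.5 nM enzyme wells mark activation.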
Shiga inhibitor: blocks Shiga toxin action in Vero cells; Vero cells, Shiga toxin protein synthesis inhibition reporter; inhibition, % at 38.7 µM; 9.2% of 290,000 active; AID 2315; in the data active means inhibition mostly above about 28%, no sharp cut-off; inactive means mostly below about 43%; further: 0% is about no effect
* marks the source's active call; other numbers are inactive results; ? = inconclusive; . = not tested or not shown; [ ] = another dose, or the depositor's remark. Unless noted, the call rests on the fitted dose curve; in most records, active means well fitted curve in the direction sought with a large enough effect; inconclusive means small, poorly fitted or top-dose-only effect, or another doubt; inactive means no such curve, though single readings can be large; an effect the other way counts as inactive or inconclusive.

Structure,TbPYK inhibitor,Cycloheximide cs,Pf growth 96h,HCV inh,Pf growth 48h,LmPK inhibitor,Shiga inhibitor
COc1ccc2cc(C#N)c(Nc3cccc(F)c3)nc2c1,-5%,-4,26%,-13%,4%,7%,19
O=C(NCC1CCCO1)c1cccc(S(=O)(=O)Nc2ccc(F)cc2)c1 (stereo unspecified),-1%,.,16%,-5%,-22%,.,.
O=C(O/N=C(\c1ccccc1)c1ccccn1)c1ccc(Cl)c(Cl)c1,-2%,2,?,12%,17%,4%,-12
Cc1csc(=S)n1-c1ccccc1,-4%,-2,?,21%,-14%,-2%,-18
CCc1ccc(-c2nc(C(N)=O)c3[nH]c(=O)n(-c4ccccc4OC)c3n2)cc1,1%,-3,?,?,.,2%,-17
NS(=O)(=O)c1ccc(CNc2ncnc3sccc23)cc1,-7%,0,12%,-5%,-14%,2%,-15
CC(OC(=O)c1cc[n+]([O-])cc1)C(=O)Nc1ccc(Cl)cn1 (stereo unspecified),3%,1,-7%,9%,34%[activator],7%,-2
CCN1/C(=C2/SC(=S)N(NC(C)=O)C2=O)Sc2ccccc21,0%,-1,-18%,-8%,0%,0%,7
Cc1ccc2c(CN3C(=O)NC4(CCCCC4)C3=O)cc(=O)oc2c1C,-1%,3,0.13µM*,-16%,0%,2%,20
COc1ccccc1C(=O)N(Cc1nc(-c2ccc(Cl)cc2)no1)C(C)C,-1%,-8,5%,11µM*,.,18%,-11
Cc1ccc(C(=O)Nc2ccccc2N2CCCCC2)cc1,0%,-2,13%,-25%,?,3%,-17
O=c1c(Cl)c(NCCO)ncn1-c1ccccc1,-2%,5,.,6%,13%,-7%,13
CN(C(=O)COC(=O)CNC(=O)c1ccccc1Cl)c1ccccc1,1%,8,-2%,25%,27%,1%,14
CCC(C)(C)NC(=O)/C=C/c1cnc2ccccc2n1,2%,73*,182%[activator],2%,269%[activator],1%,77*
Cc1cc(O)ccc1Nc1nc(-c2cccnc2)cs1,-29%,31*,?,-2%,200%[activator],-9%,51*

Carrying on.
Structure,TbPYK inhibitor,Cycloheximide cs,Pf growth 96h,HCV inh,Pf growth 48h,LmPK inhibitor,Shiga inhibitor
O=C(NCCC1=CCCCC1)C1CCN(c2nnc(-n3cccc3)s2)CC1,-3%,5,?,-3%,?,1%,24
CCOC(=O)C1=C(N)Oc2cc(O)ccc2C1c1cccc(Cl)c1 (stereo unspecified),-2%,-2,-16%,-9%,19%,0%,-8
Cc1ccccc1OCC(=O)N/N=C/c1c(C)nn(-c2ccccc2)c1Cl,2%,-3,-21%,?,-15%,5%,-2
CCOc1ccccc1C1CC(c2cccs2)=NN1S(C)(=O)=O (stereo unspecified),1%,-1,-9%[5.75 µM],-7%,-9%,2%,-6
O=c1[nH]c(SCc2ccccc2)nc2c1sc1ccccc12,3%,2,?,5%,-1%,1%,-6
COc1cc2sc(C)nc2cc1C,8%,-3,12%,14%,12%,-3%,25
CCOC(=O)N1CCN(S(=O)(=O)N2CCCC(C(=O)NCCCN3CCCCC3)C2)CC1 (stereo unspecified),0%,-2,31%[activator],15%,6%,4%,-10
O=C1CCCc2c1cc(C(=O)O)c(=O)n2-c1ccccc1,-1%,0,?,7%,15%,-13%,-11
CC(SC(=S)N1CCCC1)C(=O)O (stereo unspecified),-4%,-2,4%,21%,16%,-13%,-11
CC(C)N(C)CCOC(=O)c1ccc2c(c1)OCCO2,-11%,16*,-23%,19%,11%,-8%,47
Cn1c(CSc2nc3ccccc3s2)nnc1SCC(=O)NCc1ccccn1,5%,7,-21%,3%,-26%,-7%,3
COc1ccc(C(=O)c2ccc(OC)c(N)c2)cc1N,.,50*,.,16%,135%[activator],0%,122*
CC(=C/c1ccccc1)/C=N/Nc1nc(N2CCCCC2)nc(N2CCCCC2)n1,0%,-1,?,3%,3%,-1%,-10
COc1ccc(C(=O)Nc2cc(OC)nc(OC)n2)cc1,-8%,19*,-1%,-15%,164%[activator],?,53*
Cc1cc(NC(=O)c2cccc(N3C(=O)CCC3=O)c2)no1,1%,-2,11%,4%,24%,-4%,13

Carrying on.
Structure,TbPYK inhibitor,Cycloheximide cs,Pf growth 96h,HCV inh,Pf growth 48h,LmPK inhibitor,Shiga inhibitor
CN(C)c1nc(N)nc(/C(C#N)=C/C2CC3C=CC2C3)n1 (stereo unspecified),-4%,13,-1%,4%,?,-1%,23
Clc1ccc(-c2cn3cccnc3n2)cc1Cl,3%,26*,.,14%,64%[activator],-1%,61
CC(=O)Nc1ccc(/C(C)=N\NC(=O)c2ccc(-c3ccccc3)cc2)cc1,.,12,?,.,0.66µM*,3%,7
CN(C)CCCNC1=CC(=O)OC12CCCCC2,19%,-3,?,5%,8%,-1%,15
CC(C)c1ccc(OCC(=O)N(c2ccccn2)C2CCCCC2)cc1,14%,17*,15%,?,?,2%,19
COC(=O)CN=Cc1c(O)n(-c2ccc(Cl)cn2)c(=O)c2ccccc12,0%,-3,1%,0%,-34%,6%,9
CC(C)(C)NC(=O)CSc1nc(-c2ccc(F)cc2)cs1,0%,32*,458%[activator],?,0%,7%,83*
O=C(NC1CCCC1)C(c1ccccn1)N(C(=O)c1csnn1)c1ccccc1F (stereo unspecified),-3%,-9,15%,9%,-1%,1%,-2
CCOC(=O)N1CCN(c2cc(C)nc3nc(C)nn23)CC1,5%,-2,-1%,-17%,9%,0%,-3
Cc1nn(-c2nc3ccccc3[nH]2)c(N)c1-c1ccc(Cl)cc1,4%,46*,?,-18%,-63%,3%,82*
COc1cc(CNc2nc(C)c([N+](=O)[O-])c(C)c2C#N)cc(OC)c1,-7%,-4,33%[activator],?,?,8%,8
Cc1cc(C(F)F)n2nc(C(=O)Nc3ccccc3F)nc2n1,-6%,-2,.,?,9%,-7%,8
O=[N+]([O-])c1ccc(N2CCCCC2)nc1,-6%,-5,?,1%,1%,5%,-25
Cc1ccc2[nH]cc(C(=O)CN3CCC4(CC3)OCCO4)c2c1,-12%,10,30%,13%,-4%,-6%,15
CCOc1ccc(/C=C2\SC(=S)N(C(C(=O)O)c3ccccc3)C2=O)cc1OC (stereo unspecified),-7%,-3,14%,17%,6%,2%,55

Other structures follow.
Structure,TbPYK inhibitor,Cycloheximide cs,Pf growth 96h,HCV inh,Pf growth 48h,LmPK inhibitor,Shiga inhibitor
O=C1C2C3C=CC(C2C(=O)N1c1cccc(O)c1)C1C2C(=O)N(c4cccc(O)c4)C(=O)C2C31 (stereo unspecified),-3%,-1,47%[activator],-9%,-11%,3%,-5
CCOc1ccccc1NC(=O)c1oc2ccccc2c1NC(=O)C1CCCO1 (stereo unspecified),5%,8,61%[activator],?,?,-2%,22
COc1cc(C(=O)Nc2c(C)cc(C)cc2C)c([N+](=O)[O-])cc1OC,2%,-2,67%[activator],?,?,4%,3
O=c1c2ccccc2nc2sc(Nc3cccc(C(F)(F)F)c3)nn12,-6%,.,-3%,.,11%,.,.
O=C(c1ccoc1)N1CCC2(CC1)Oc1ccc(F)cc1C(=O)C21CC(c2cccnc2)=NO1 (stereo unspecified),-3%,-6,?,-2%,?,1%,2
CC1=C(C(=O)OC2CCC(C)CC2)C(c2ccc(O)c([N+](=O)[O-])c2)NC(=O)N1 (stereo unspecified),0%,-3,?,1%,-14%,10%,.
COc1cc(-c2cc3nc(C)c(C)c(=O)n3[nH]2)cc(OC)c1OC,4%,2,97%,-19%,10µM*,-1%,-9
CCc1ccc(S(=O)(=O)N2CCN(Cc3ccco3)CC2)cc1,-15%,1,54%[activator],9%,-15%,7%,-15
CCn1cc(C(=O)NC2CCCc3c2cnn3-c2cccc(C)c2C)cn1 (stereo unspecified),.,10,?,.,-12%,-4%,-3
[O-]/[N+](=C\c1ccco1)c1ccc(Cl)cc1,0%,61*,?,4%,?,-2%,82*
Cc1ccc(C(=O)Nc2ccncc2)c(Cl)c1,-9%,2,?,?,4%,8%,22
COc1cc(C(=O)NCc2nnc(SCC(=O)c3ccccc3)o2)cc(OC)c1OC,-1%,14,-13%,-26%,2%,-6%,2
FC(F)(F)c1cccc(-c2nc(COc3ccc(Cl)cc3Cl)no2)c1,0%,7,-2%,-8%,108%[activator],-3%,-1
Cc1ccc(Nc2nc3nonc3[nH]c2=O)cc1C,0%,36*,5.2µM*,-7%,46%[activator],4%,108*
CC1(C)C2CC=C(/C=N/NC(=O)C(N)=O)C1C2 (stereo unspecified),4%,9,4%,26%,25%,-2%,27

Sorted by formula weight (largest number first): some entries from above
Structure,TbPYK inhibitor,Cycloheximide cs,Pf growth 96h,HCV inh,Pf growth 48h,LmPK inhibitor,Shiga inhibitor
CCn1cc(C(=O)NC2CCCc3c2cnn3-c2cccc(C)c2C)cn1 (stereo unspecified),.,10,?,.,-12%,-4%,-3
COc1cc(C(=O)Nc2c(C)cc(C)cc2C)c([N+](=O)[O-])cc1OC,2%,-2,67%[activator],?,?,4%,3
Cc1ccc(Nc2nc3nonc3[nH]c2=O)cc1C,0%,36*,5.2µM*,-7%,46%[activator],4%,108*

Additional records follow.
Structure,TbPYK inhibitor,Cycloheximide cs,Pf growth 96h,HCV inh,Pf growth 48h,LmPK inhibitor,Shiga inhibitor
Cc1cccc(-c2nnc(SCC(=O)C(C)(C)C)n2C)c1,0%,37*,1%,-4%,?,4%,73*
CN(c1ccc(OCC(=O)N2CCN(c3ccc(F)cc3)CC2)cc1)S(=O)(=O)c1cccs1,-1%,13,?,3.5µM*,?,3%[11.5 µM],14
O=C(CNc1n[nH]c(=O)[nH]c1=O)N/N=C/c1ccccc1,-4%,2,13%,15%,33%[activator],-1%,12
CCc1nc(C)c(C#N)c2cc(OC)c(OC)cc12,-2%,0,2%,-8%,27%,5%,-2
CCOc1ccc(-c2nnn(CC(=O)c3cc(OC)ccc3OC)n2)cc1,-10%,-2,?,-5%,-22%,1%,5
CCOc1ccc(NS(=O)(=O)c2cc3c(cc2C)N(C)CCO3)cc1,-1%,3,-3%,?,15%,2%,-1
Nc1cc(N)nc(SCc2cccc(F)c2)n1,-1%,46*,?,14%,60%[activator],-1%,62*
CCOC(=O)c1cccc(NC(=O)CSc2nnc(C)n2Cc2ccccc2)c1,-18%,0,-9%,?,-9%,4%,1
O=C(COc1ccc(Br)cc1Cl)NC(=S)Nc1ccccn1,7%,76*,-4%,5%,292%[activator],3%,115*
CCC1CCCCN1S(=O)(=O)c1ccc(NC(=O)c2nc(S(C)(=O)=O)ncc2Cl)cc1 (stereo unspecified),-8%,-7,-13%,?,25%,8%,-20
Cc1cnc(C(=O)Nc2cc(F)ccc2C)cn1,-9%,12,-11%,2%,25%,-10%,26
CCCCCCOc1ccc(N2C(=O)CC(S/C(N)=N/N=C(\C)c3cccs3)C2=O)cc1 (stereo unspecified),4%,2,?,3%,6%,0%,-39
CC(C)(C)NC(=O)NC(=O)COC(=O)CNS(=O)(=O)/C=C/c1ccccc1,3%,-2,15%,9%,0%,1%,21
COc1ccc(-c2csc(/C(C#N)=C\c3ccc(OC)c([N+](=O)[O-])c3)n2)cc1,-2%,-4,-2%,-24%,-8%,2%,-3
